From PubChem
TLR9-MyD88 block – blocks human TLR9 binding to MyD88; Q9NR96+Q99836; CHO BLA complementation TLR9-MyD88, CCF4 FRET ratio; inhibition, % at 4.98 µM; 0.21% of 340,000 active;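 active = inhibition above the mean over all tested compounds plus 3 SD, cut at about 21% in these data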;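 note: 0% = DMSO only wells and 100% = clavulanate BLA inhibitor control wells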
Target sequence (Q99836 whole entry, looked up): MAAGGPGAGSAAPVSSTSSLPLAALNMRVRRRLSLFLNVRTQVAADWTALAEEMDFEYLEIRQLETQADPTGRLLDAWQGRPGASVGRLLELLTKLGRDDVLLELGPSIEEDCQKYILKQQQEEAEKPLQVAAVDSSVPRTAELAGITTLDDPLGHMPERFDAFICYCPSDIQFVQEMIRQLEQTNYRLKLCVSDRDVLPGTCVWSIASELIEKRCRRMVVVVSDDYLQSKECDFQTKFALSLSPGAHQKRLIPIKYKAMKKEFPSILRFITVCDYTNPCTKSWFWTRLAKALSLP
Target sequence (Q9NR96 whole entry, looked up): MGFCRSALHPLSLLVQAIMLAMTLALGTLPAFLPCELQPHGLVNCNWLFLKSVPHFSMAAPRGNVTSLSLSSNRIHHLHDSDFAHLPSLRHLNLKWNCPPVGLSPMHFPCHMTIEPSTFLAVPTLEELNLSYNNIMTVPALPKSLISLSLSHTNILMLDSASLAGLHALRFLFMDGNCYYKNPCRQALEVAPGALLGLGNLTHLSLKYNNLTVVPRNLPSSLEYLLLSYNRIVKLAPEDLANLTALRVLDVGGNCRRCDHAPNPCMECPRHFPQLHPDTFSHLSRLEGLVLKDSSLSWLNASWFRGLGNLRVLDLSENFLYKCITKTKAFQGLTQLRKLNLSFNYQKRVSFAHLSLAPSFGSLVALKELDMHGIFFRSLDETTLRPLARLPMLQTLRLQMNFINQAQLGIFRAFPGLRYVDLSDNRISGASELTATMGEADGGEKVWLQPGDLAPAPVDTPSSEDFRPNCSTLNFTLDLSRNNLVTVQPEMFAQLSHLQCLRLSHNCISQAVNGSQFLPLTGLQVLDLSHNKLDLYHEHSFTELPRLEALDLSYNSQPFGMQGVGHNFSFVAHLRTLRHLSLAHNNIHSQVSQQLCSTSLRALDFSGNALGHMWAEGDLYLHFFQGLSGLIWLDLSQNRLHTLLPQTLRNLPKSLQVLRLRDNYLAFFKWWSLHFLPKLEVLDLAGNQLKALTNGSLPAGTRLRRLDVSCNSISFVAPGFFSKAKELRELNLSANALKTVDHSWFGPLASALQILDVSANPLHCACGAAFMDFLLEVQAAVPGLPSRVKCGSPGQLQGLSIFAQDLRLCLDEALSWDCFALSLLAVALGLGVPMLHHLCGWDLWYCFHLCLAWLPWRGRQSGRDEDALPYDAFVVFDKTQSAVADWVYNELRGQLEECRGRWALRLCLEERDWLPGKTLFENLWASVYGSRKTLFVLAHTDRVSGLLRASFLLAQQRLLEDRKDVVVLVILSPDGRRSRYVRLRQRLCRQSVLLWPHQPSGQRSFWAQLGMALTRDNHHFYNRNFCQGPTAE
ABHD5 PLIN5 PPI – inhibitors of human ABHD5-perilipin-5 interaction; Split G. princeps luciferase complementation, luminescence, 4 h; AID 602281; inhibition, % at 4 µM; Q00G26+Q8WTS1; 0.78% of 360,000 active;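 active = inhibition above the mean inhibition across every tested compound plus 3 SD, cut at about 22% in these data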;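 note: 0% = DMSO only wells and the 100% control is not disclosed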
LRH-1 inv ag – NR5A2 inverse agonism in reporter assay; inhibition, % at 3.6 µM; HEK293T StAR-luciferase reporter, LRH-1 transfected, 24 h; O00482; 0.13% of 360,000 active;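 active = inhibition above the mean inhibition of all tested compounds plus 3 SD, cut at about 73% in these data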;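 note: 0% = DMSO wells and 100% = reporter-only cells lacking LRH-1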
Exocytosis inh – blocks lytic granule exocytosis; AID 651702; 0.66% of 360,000 active; TALL-104 LAMP-1 surface exposure, flow cytometry; cells stimulated with thapsigargin and PMA; inhibition, % at 10 µM;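 active = inhibition above about 55%, limit read from the data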
TROY signal inh – blocks TROY-dependent signaling in reporter cells. AID 1347056. Q293 LMP1-TROYcd NF-kB luciferase reporter, 4 h. 0.98% of 360,000 active. inhibition, % at 10 µM;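 active = compounds whose plate-normalised and pattern-corrected inhibition of the luciferase reporter signal at the single screening dose is 50% or more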
NCOA1 inh – inhibits human SRC1 coactivator; inhibition, % at 3.6 µM; HEK293 GAL4-SRC1 luciferase reporter, luminescence; AID 588354; 0.12% of 360,000 active; Q15788;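 active = inhibition above the campaign mean plus 3 SD, with each screening campaign given its own cutoff, cut at about 60% in these data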;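 note: 0% = DMSO treated cells and 100% = gossypol at 36 µM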
NCOA3 inh – inhibitors of human steroid receptor coactivator 3 (SRC3); HEK293 GAL4-SRC3 luciferase reporter, luminescence; 0.17% of 360,000 active; Q9Y6Q9; inhibition, % at 3.6 µM; AID 588352;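 active = inhibition above a per-campaign cutoff, the mean of all compounds plus 3 SD, cut at about 60% in these data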;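 note: 0% = DMSO-treated cells and 100% = gossypol-treated cells at 36 µM; higher means less SRC3-driven luciferase light from the GAL4 reporter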
COUP-TFII inh – NR2F2 (human) inhibition, primary screen; HEK293T NGFI-A luciferase reporter, luminescence; AID 686940; 0.7% of 370,000 active; inhibition, % at 8.6 µM; P24468;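 active = inhibition above a per-plate cutoff, mean inhibition of test wells between control levels plus 3 SD, cut at about 38% in these data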;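 note: cells cotransfected with COUP-TFII expression vector driving the NGFI-A reporter; 0% = median of COUP-TF2 test wells and 100% = reporter-only cells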
NOD2-RIPK2 inh – blocks binding of human NOD2 to RIPK2; AID 624267; O43353; 0.38% of 360,000 active; CHO BLA complementation NOD2-RIPK2, CCF4 ratio; inhibition, % at 4.98 µM; in the data active = inhibition above about 21%;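 note: 0% = vehicle only and 100% = reference blocker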
TWEAK-Fn14 inh – TWEAK-Fn14 signaling inhibition; inhibition, % at 10 µM; 2% of 360,000 active; TWEAK-stimulated Fn14 reporter cells, luciferase luminescence, 8 h; in the data active = inhibition above about 50%
SRC2 inh – inhibits human steroid receptor coactivator 2 | Q15596 | HEK293 GAL4-SRC2 luciferase reporter, luminescence | inhibition, % at 9 µM | 0.17% of 370,000 active;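 active = inhibition above the mean inhibition of all tested compounds plus 3 SD, set per campaign, cut at about 52% in these data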;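 note: 0% = DMSO treated cells and 100% = cells given Gossypol at 36 µM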
An asterisk follows results filed as active; nt = not tested or not shown.

Every second line gives: TLR9-MyD88 block | ABHD5 PLIN5 PPI | LRH-1 inv ag | Exocytosis inh | TROY signal inh | NCOA1 inh | NCOA3 inh | COUP-TFII inh | NOD2-RIPK2 inh | TWEAK-Fn14 inh | SRC2 inh
1. CC(=O)NC1(c2cccc(F)c2)CCN(C(=O)Nc2ccc(C#N)cc2)CC1
→ 0 | 9 | 0 | -2 | 4 | 9 | 16 | 4 | -6 | -9 | 0
2. C=CCOC(=O)C1=C[C@@H](c2ccc(Br)cc2)C[C@@H](OCCCCO)O1
→ 3 | -2 | -5 | -12 | 5 | -7 | 10 | -10 | 1 | 11 | 5
3. COc1ccccc1-n1nnnc1SCC(=O)N(C)C1CCS(=O)(=O)C1 (stereo unspecified)
→ 6 | -6 | -5 | 3 | -3 | -8 | -6 | -8 | 5 | 13 | 0
4. Cc1cccc(-c2nc3ccccc3c(=O)n2NC(=S)N(C)C)c1
→ -12 | 5 | 0 | 0 | 0 | -9 | 0 | -15 | 3 | -4 | -3
5. COc1ccccc1NC(=O)COc1ccc(C(F)(F)F)cc1[N+](=O)[O-]
→ -7 | 12 | 6 | 0 | -13 | 6 | 10 | 4 | -3 | -17 | 1
6. CC1CCCC(NC(=O)COC(=O)CCC2CCCC2)C1C (stereo unspecified)
→ -2 | 1 | -16 | 4 | 8 | -21 | -5 | 1 | -2 | -14 | -36
7. CN(C)CCCn1c(=O)n(Cc2ccccc2)c(=O)c2c3c(sc21)CCCCC3
→ -4 | 11 | -10 | 7 | 16 | 3 | 8 | 10 | 7 | -8 | -2
8. Cc1noc(C)c1C(=O)Nc1c(F)cc(F)cc1Br
→ -3 | -2 | 11 | 0 | -14 | -7 | 5 | -16 | -4 | -4 | -26
9. CN(C)CCCNC(=O)C(=O)NCC1CCCO1 (stereo unspecified)
→ 6 | 3 | 15 | -3 | -4 | 6 | 15 | 5 | 4 | 0 | 14
10. COc1ccccc1C(=O)Nc1ccnn1C1CCN(CCCc2ccccc2)CC1
→ -2 | 3 | 10 | -4 | -7 | -14 | 11 | -19 | 1 | -4 | 3
11. CCNc1c2c(nc3ccccc13)CC(C)(C)CC2=O
→ -10 | 4 | 9 | -4 | -8 | -9 | 13 | 17 | -5 | 17 | -17
12. COc1ccc(C(=O)NC2CCN(C(=S)Nc3ccccc3)CC2)cc1
→ -2 | 4 | 8 | 2 | 1 | -9 | 16 | 5 | -8 | 12 | -26
13. Cc1ccc(S(=O)(=O)/N=C(/Nc2nc(C)cc(C)n2)N2CCOCC2)cc1
→ -7 | -5 | -2 | 1 | 15 | 7 | 5 | -1 | 1 | 8 | -1
14. CC(C)C(C)NC(=O)CN1C(=O)NC2(CCCc3ccccc32)C1=O (stereo unspecified)
→ 2 | -6 | -6 | 0 | 9 | -3 | 9 | 3 | -1 | -36 | 23
15. Nc1ncnc2c1ncn2[C@@H]1O[C@H](CNCc2ccccc2OCC(=O)N2CCCCC2)[C@@H](O)[C@H]1O
→ -14 | -2 | -29 | 0 | -24 | -2 | 0 | 1 | -3 | -4 | 25
16. CCCSc1nc(SCC(=O)NCc2ccccc2)c2c3c(sc2n1)COC(C)(CC)C3 (stereo unspecified)
→ -10 | 5 | 3 | 2 | -22 | 2 | -2 | -4 | -8 | -11 | 0
17. COc1cc(NC2c3ccccc3C(=O)N2Cc2ccccc2)cc(OC)c1OC (stereo unspecified)
→ -4 | -5 | 6 | -6 | 3 | 4 | 0 | 4 | 1 | -14 | 1
18. Cn1c(=O)c2c(-c3ccccc3)n(-c3cc([N+](=O)[O-])ccc3O)cc2n(C)c1=O
→ 5 | 0 | -2 | -4 | -8 | 5 | 1 | -18 | -4 | 15 | -13
19. O=C(O)C1=C(Nc2ccccc2)OCC1=O
→ 11 | -2 | 4 | -3 | 0 | 0 | 1 | 13 | -3 | -1 | 4
20. O=C(OCc1nnc(-c2ccccc2)o1)c1ccc2ccccc2n1
→ -5 | -2 | -22 | 9 | nt | -2 | -21 | -6 | -15 | 79* | -16
21. COc1ccc(NS(=O)(=O)c2cccc(C(=O)NNC(=O)CNC(=O)c3ccccc3Cl)c2)cc1
→ -6 | -1 | -7 | -5 | -10 | -21 | -12 | -7 | 7 | -3 | -28
22. O=C(CSc1ccc2nnc(-c3ccc(F)cc3)n2n1)N1CCOCC1
→ -15 | 1 | 10 | 26 | -2 | 19 | 5 | -29 | -6 | 0 | 2
23. COc1ccc2c(c1)N(C)/C(=C1/SC(=S)N(NC(C)=O)C1=O)S2
→ 8 | -1 | 15 | 2 | -19 | -35 | -3 | 18 | -1 | -26 | -3
24. CC1CCCN(C(=O)CNC(=O)c2ccco2)C1 (stereo unspecified)
→ -5 | 17 | -27 | -3 | -42 | -35 | -29 | 5 | -6 | 24 | -80
25. O=C(CN1C(=O)CC(c2ccco2)Sc2ccccc21)Nc1ccc2c(c1)OCCO2 (stereo unspecified)
→ -11 | 4 | -17 | -1 | 43 | 12 | 9 | 12 | 9 | 33 | 2
26. Cn1cccc1C(=O)NCc1ccccn1
→ -6 | -4 | 1 | -10 | 3 | 9 | 15 | -10 | -5 | 12 | 2
27. Cc1ccc(C(=O)Nc2cc(S(=O)(=O)N3CCOCC3)ccc2N2CCCC2)cc1
→ 7 | -5 | 14 | -2 | -9 | -14 | -22 | -4 | -2 | 12 | -14
28. Cc1cc2oc(C(=O)NC3CCS(=O)(=O)C3)cc(=O)c2cc1C (stereo unspecified)
→ 1 | -1 | 7 | -2 | -1 | -18 | -1 | 7 | -8 | -6 | -5
29. CCOC(=O)N1CCN(C(=O)CN(c2ccc(C)c(C)c2)S(=O)(=O)c2ccccc2)CC1
→ -7 | 2 | 6 | 0 | 1 | -3 | 16 | 0 | -4 | -8 | -21
30. Cc1cccc(C)c1NC(=O)COC(=O)[C@@H]1CCCN1C(=O)c1cccs1
→ 9 | -1 | 19 | -1 | -8 | 11 | -2 | -17 | 8 | 3 | 6
31. O=C1CC(C2CCCO2)C(=O)N1c1cccc(Cl)c1 (stereo unspecified)
→ 0 | -1 | -6 | 3 | 7 | 4 | 3 | 6 | -13 | -3 | -5
32. Cc1cc(C)c(NC(=O)CSc2nnc(CNC(=O)c3ccccc3F)o2)c(C)c1
→ 0 | 2 | 4 | 1 | -9 | -23 | 17 | 14 | -8 | -8 | 7
33. Cc1ccc(NC(=O)CSc2nnc(-c3cccnc3)s2)cc1
→ -4 | -2 | -5 | -3 | -6 | -20 | 16 | -6 | 0 | 3 | 11
34. CCN1CCN(/C=N/c2nc3c(s2)CCCC3)CC1
→ 1 | -8 | 56 | -2 | 86* | 46 | 59 | 51* | -2 | 96* | 39
35. CCOc1ccc2[nH]c(=O)c(CN(Cc3cccs3)Cc3nnnn3C(C)(C)C)cc2c1
→ -9 | -2 | 30 | 0 | 0 | -13 | 0 | 14 | -9 | 1 | 9
36. CC(NCC(=O)Nc1ccccc1C(=O)NC1CC1)c1ccc(Cl)cc1 (stereo unspecified)
→ 2 | 2 | -6 | 0 | -24 | 17 | 7 | -4 | -4 | -7 | 19
37. Cc1ccc(S(=O)(=O)N(C)C)cc1NC(=O)C(C)N(C)CCOc1ccc(Cl)cc1 (stereo unspecified)
→ -2 | 5 | 3 | 33 | 25 | 0 | -4 | 27 | 8 | 19 | 13
38. Cc1c(C#N)c2ccccc2n1CC(=O)NCCc1c[nH]c2ccccc12
→ 7 | 14 | 23 | 6 | 5 | 1 | 6 | 26 | 1 | 0 | -15
39. N=c1ncn(CC(O)CN2CCOCC2)c2nc(N3CCOCC3)[nH]c12 (stereo unspecified)
→ -2 | 0 | 4 | -1 | 10 | -5 | 9 | -8 | 1 | 4 | -45
40. O=C(Cn1nc(-c2ccccc2)ccc1=O)Nc1ccc(-n2cnnn2)cc1
→ 9 | 1 | 23 | 0 | -8 | -10 | 16 | 17 | -6 | -35 | -18
41. CC(OC(=O)c1ccccc1)C(=O)NCCC1=CCCCC1 (stereo unspecified)
→ 1 | 4 | -12 | -3 | -7 | 1 | 1 | 22 | -10 | -6 | 9
42. NS(=O)(=O)c1ccc(NC(=O)/C=C/c2ccc3c(c2)OCO3)cc1
→ -4 | 5 | 58 | 4 | -9 | 39 | 42 | -1 | -7 | -11 | -20
43. CCOc1ccc(C(=O)NCCc2ccccc2)cc1
→ -8 | -4 | -87 | -1 | 52* | -65 | -61 | -10 | 1 | 77* | 10
44. CCc1ccc(N=C2NC(=O)/C(=C/c3cc(Br)c(OCC(=O)O)c(OC)c3)S2)cc1
→ -12 | 1 | 1 | -11 | -3 | 12 | -7 | -7 | -4 | -1 | -20
45. Cc1c(C(=O)Nc2ccccn2)oc2c(Cl)cccc12
→ -1 | -3 | -1 | 19 | -63 | 12 | -25 | -22 | -8 | -19 | -31
46. Cc1cccc(OCC(=O)Nc2ccccc2C(=O)N2CCOCC2)c1
→ -2 | 0 | 4 | -2 | 22 | 7 | 11 | -1 | 2 | 6 | 16
47. COc1cc(C)ccc1OCC(=O)OCC(=O)c1cc(C)n(CC2CCCO2)c1C (stereo unspecified)
→ -10 | 11 | -7 | -5 | 23 | 18 | 6 | -10 | 3 | 2 | 5
48. COC(=O)c1ccc(NC(=O)C2C3C=CC(O3)C2C(=O)O)cc1 (stereo unspecified)
→ 3 | 3 | 10 | 8 | -6 | -6 | 1 | -2 | -1 | -17 | -11
49. COc1cccc(C(=O)NCc2ccco2)c1OC
→ -3 | 5 | -7 | -12 | 8 | -1 | 4 | -2 | -2 | -15 | -34
50. COc1cc(C2C(C(C)=O)=C(O)C(=O)N2CCN(C)C)ccc1O (stereo unspecified)
→ 7 | -10 | -4 | -1 | 22 | -16 | 5 | -6 | -2 | 9 | 13
51. O=C(Nc1ccc(S(=O)(=O)N2CCOCC2)cc1)C1CCCCC1
→ 5 | -11 | 0 | -2 | -9 | 1 | 17 | 4 | 2 | 8 | -65
52. CCC(C)(C)NC(=O)C(c1cccn1C)N(Cc1ccc(C)cc1)C(=O)Cn1nnc2ccccc21 (stereo unspecified)
→ -6 | 1 | 23 | 4 | 0 | 15 | 19 | 2 | -7 | 17 | 21
53. NNC(=O)c1cccc(S(=O)(=O)Nc2cc(Cl)ccc2Cl)c1
→ 6 | -7 | -12 | -1 | 12 | -24 | 10 | -13 | -2 | -12 | -17
54. CCOc1ccc(C(=S)N2CCN(C)CC2)cc1
→ 5 | -2 | 3 | -4 | -3 | -48 | -11 | 1 | 7 | 10 | 7
55. Cc1ccc(NC(=O)c2c(F)cccc2Cl)cc1NS(C)(=O)=O
→ -9 | 1 | 1 | 3 | -14 | -35 | 9 | -10 | 3 | 7 | 11
56. OC1(c2ccccc2)C/C(=N\n2cnnc2)C=C1c1ccccc1 (stereo unspecified)
→ 5 | -13 | 15 | 1 | 4 | 4 | 23 | 20 | 6 | -8 | -8
57. COc1ccc(C(=O)Oc2c(C)occc2=O)cc1OC
→ -9 | -3 | 6 | -1 | -9 | 1 | -10 | 0 | 8 | -1 | -6
58. CC(C)C(=O)N1CCN(c2ccccc2NC(=O)c2ccc(C#N)cc2F)CC1
→ 9 | -2 | 24 | -2 | 4 | 2 | 17 | -11 | -1 | -14 | -15

An excerpt; rates above refer to the full screens.
